# Bioassay records as filed in PubChem BioAssay.
# HTR5A inv ctr: HTR5A inverse agonism, opioid heterodimer counter-screen. HTR5A cell line, luminescence. inhibition, % at 9.3 µM. actives 0.083% (n = 340,000). AID 504634; in the data active means inhibition mostly above about 23%, no sharp cut-off; inactive means mostly below about 18%;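 further: 0% = cells with DMSO and 100% = no-cell wells with DMSO; some compounds called inactive have numbers as strong as hits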
# MOR-DOR inv ag: inverse agonists of human mu-delta opioid receptor heterodimerization. actives 0.21% (n = 340,000). inhibition, % at 9.3 µM. cell-based MOR-DOR heterodimer luminescence, inverse agonism. P35372+P41143; in the data active means inhibition above about 22%, passing the limit was not always enough;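 further: 0% = cells with DMSO and 100% = wells without cells with DMSO; values of inactives mirror those of a sister screen read the other way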
# Target sequence (P35372 whole entry, looked up): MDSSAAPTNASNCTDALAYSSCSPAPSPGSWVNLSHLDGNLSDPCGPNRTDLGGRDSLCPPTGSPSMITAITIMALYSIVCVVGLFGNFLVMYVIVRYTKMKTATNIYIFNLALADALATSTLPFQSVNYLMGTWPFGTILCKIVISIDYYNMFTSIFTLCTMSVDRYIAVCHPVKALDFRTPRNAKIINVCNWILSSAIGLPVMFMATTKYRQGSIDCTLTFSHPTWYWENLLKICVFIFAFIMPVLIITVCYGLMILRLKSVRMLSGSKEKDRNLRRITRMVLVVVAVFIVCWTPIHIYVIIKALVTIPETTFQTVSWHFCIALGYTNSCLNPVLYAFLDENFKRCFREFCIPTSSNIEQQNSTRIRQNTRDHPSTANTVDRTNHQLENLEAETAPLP
# Target sequence (P41143 whole entry, looked up): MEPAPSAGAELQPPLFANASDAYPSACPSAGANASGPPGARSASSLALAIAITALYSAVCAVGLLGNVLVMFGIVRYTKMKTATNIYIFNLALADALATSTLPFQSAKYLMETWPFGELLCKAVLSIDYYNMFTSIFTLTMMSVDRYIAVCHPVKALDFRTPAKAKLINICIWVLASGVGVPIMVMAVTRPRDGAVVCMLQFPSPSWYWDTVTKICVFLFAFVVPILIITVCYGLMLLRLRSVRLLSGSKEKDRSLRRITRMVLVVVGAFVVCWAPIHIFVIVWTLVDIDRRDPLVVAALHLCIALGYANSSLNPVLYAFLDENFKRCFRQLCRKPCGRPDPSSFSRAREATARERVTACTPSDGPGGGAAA
# cardiac RTF act: cardiac RTF calcium sensitization; actives 0.24% (n = 340,000); activation, % at 7.2 µM; IANBD-labeled TnC RTF fluorescence at EC20 calcium; 0% EC20 calcium, 100% full calcium; AID 493008;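 active means activation above the mean over all tested compounds plus 3 SD, cut at about 30% in these data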;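 further: rise in fluorescence read as greater calcium sensitivity of cardiac thin filaments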
# HTR5A ag: activates human HTR5A in OPRM1-OPRD1 agonist counter-screen; actives 0.61% (n = 340,000); HTR5A agonist assay, luminescence, cell-based; activation, % at 9.3 µM; in the data active means activation mostly above about 9.5%, no sharp cut-off; inactive means mostly below about 7.6%;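 further: 0% = cells with vehicle only and 100% = reference agonist; strong numbers were not always called active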
# Keap1-Nrf2 PPI: Keap1-Nrf2 (human) interaction inhibition; inhibition, % at 9.4 µM; Keap1 Kelch-Nrf2 peptide fluorescence polarization, 1536-well; Q14145; actives 0.15% (n = 340,000); AID 504523; in the data active means inhibition above about 12%;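 further: human Keap1 Kelch domain with fluorescein labeled Nrf2 9mer peptide probe; 0% = neutral control wells and 100% = peptide positive control; higher means more block of Keap1 binding to Nrf2 peptide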
# CAL-PDZ inh HTS: blocks peptide binding to the human CAL PDZ domain | Q9HD26 | purified CAL PDZ, TMR-peptide fluorescence polarization, 1 h | inhibition, % at 24.9 µM | actives 0.92% (n = 300,000);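 active means mean inhibition of at least 30% with at least half of replicates also reaching 30%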;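 further: 0% = DMSO neutral control and 100% = excess unlabeled competitor peptide PRC23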
# C-LANA FP: blocks KSHV LANA C-terminal domain binding to DNA | MBP-C-LANA/FAM-LBS DNA binding, fluorescence polarization | inhibition, % at 9 µM | actives 0.078% (n = 340,000) | AID 504423;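 active means highest replicate inhibition at or above 60% at 9 µM, even if other replicates fall short; inactive means all replicates below 60% inhibition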;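 further: 0% = neutral control wells and 100% = 4 µM acridine orange control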
# V-ATPase pHluor: yeast V-ATPase proton transport regulation by pHLuorin. actives 0.37% (n = 350,000). AID 504577. S. cerevisiae, pHLuorin cytosolic pH fluorescence. response, % at 10 µM; in the data active means response mostly above about 7.3%, no sharp cut-off; inactive means mostly below about 5.4%; further: actives read high; inactives centre near 0; some compounds called inactive have numbers as strong as hits; reference of the scale not given here
# Cardiac RTF inh: cardiac RTF calcium desensitization. P19429+P45379. IANBD-labeled cardiac RTF, Ca2+ fluorescence. inhibition, % at 7.15 µM. actives 0.12% (n = 340,000). AID 493244;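 active means inhibition above the mean inhibition of all tested compounds plus 3 SD, cut at about 17% in these data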;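 further: assay run at fixed EC70 calcium of 1.6 mM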
# OPRM1-OPRD1 ag: OPRM1-OPRD1 heterodimerization agonism; P35372+P41143; cells, luminescence; activation, % at 9.3 µM; actives 0.3% (n = 340,000); AID 504326; in the data active means activation above about 18%;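 further: 0% = vehicle-treated cells and 100% = reference agonist; values of inactives mirror those of a sister screen read the other way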
# Active calls of the source: *; i = inactive; x = no result given.
SMILES,HTR5A inv ctr,MOR-DOR inv ag,cardiac RTF act,HTR5A ag,Keap1-Nrf2 PPI,CAL-PDZ inh HTS,C-LANA FP,V-ATPase pHluor,Cardiac RTF inh,OPRM1-OPRD1 ag
Cc1cc(NC(=O)CSc2ccnc(=O)[nH]2)no1,13,7,-4,-5,-4,-2,0.9,-1,-10,-1.0
CSc1ccccc1NC(=O)CN(C)Cc1c(O)ccc2ccccc12,-17,-27,6,6,-2,-2,0.1,2,-6,5.1
CS(=O)(=O)N1CCC(Oc2ccccc2C(=O)N2CCCCC2CO)CC1 (configuration not stated),-20,2,-2,7,1,4,-0.4,10,-1,-0.4
C=CCn1c(-c2csc(-c3ccc(Cl)cc3)n2)n[nH]c1=S,2,3,3,-1,0,-5,-0.1,-5,4,-0.5
COc1ccccc1N1CCN(S(=O)(=O)c2c[nH]c(=O)[nH]c2=O)CC1,-18,7,-5,6,-6,-2,-0.1,0,0,-1.0
O=C(Nc1ccccc1)OCCNC(=O)c1cccc(Cl)c1,-11,3,1,4,-1,3,0.0,-1,0,-0.7
CCOC(=O)CN(C(=O)CSc1nnc(Cc2ccccc2)n1-c1ccc(C)cc1)c1ccccc1,-5,10,3,-6,3,-1,1.0,1,-6,-1.8
N/C(=N\OC(=O)c1ccc(Cl)cc1Cl)c1ccncc1,-12,-21,3,4,-4,-6,-0.1,8,-4,4.1
COc1ccccc1N1CCN(C(=O)c2ccc3c(c2)CCN3S(=O)(=O)c2ccccc2)CC1,-13,15,0,3,-1,-2,1.9,3,2,-3.0
O=C(/C=C/c1ccc([N+](=O)[O-])cc1)/C=C/c1ccco1,-5,-22,-2,2,0,-4,20,3,2,4.0
Cc1[nH]n(S(=O)(=O)Cc2ccccc2)c(=O)c1N=Nc1ccccc1Cl,19,23,1,-2,-2,-2,0.9,2,6,-4.4
c1ccc(C(c2nnnn2C2CCCC2)N2CCN(c3nc4ccccc4s3)CC2)cc1 (configuration not stated),-15,9,-12,-2,-6,-2,-0.9,1,9,-1.6
O=C(Cc1ccccc1)N1CCCC(c2nc(-c3ccc(S(=O)(=O)N4CCCC4)cc3)no2)C1 (configuration not stated),-4,-27,3,2,3,-3,1.2,-1,-9,4.6
COC(=O)c1cc(OC)c(OC)c(OC)c1NC(=O)c1ccc(S(=O)(=O)N(C)C)cc1,-15,6,3,4,4,-3,-0.1,-2,-3,-1.3
COC(=O)c1ccc(NC(=O)CN(c2ccc(C)cc2)S(=O)(=O)c2c(C)nn(C)c2C)cc1,1,3,-1,15,0,-3,-0.2,-1,-19,-0.6
COc1ccc(C)cc1NC(=O)CCNS(=O)(=O)c1ccc2c(c1)CCC(=O)N2,16,14,1,3,-3,-4,-2.0,-1,6,-2.7
O=C(N/N=C/c1ccc(N2CCCCC2)o1)c1ccccc1[N+](=O)[O-],15,-1,6,0,0,1,0.9,0,-8,0.3
COC(=O)Nc1c(-c2ccccc2)nc2ccc(Cl)cn12,-9,2,-4,2,-5,-2,-2.1,-1,-12,-0.5
COc1cc(C2C3=C(CC(C)(C)CC3=O)Nc3ccccc3N2C(C)=O)cc(OC)c1OC (configuration not stated),-18,22,6,6,-4,4,-0.2,7,-2,-4.2
COc1ccc(CN2CCN(C(=O)c3ccc(CNS(=O)(=O)c4ccc(C)cc4)cc3)CC2)c(OC)c1OC,-11,11,-5,-1,-1,6,0.0,-3,0,-2.1

# Copied from the list:
# OPRM1-OPRD1 ag result of `O=C(Cc1ccccc1)N1CCCC(c2nc(-c3ccc(S(=O)(=O)N4CCCC4)cc3)no2)C1` (configuration not stated) : 4.6
# Cardiac RTF inh result of `COc1ccccc1N1CCN(C(=O)c2ccc3c(c2)CCN3S(=O)(=O)c2ccccc2)CC1` : 2

# Next results:
SMILES,HTR5A inv ctr,MOR-DOR inv ag,cardiac RTF act,HTR5A ag,Keap1-Nrf2 PPI,CAL-PDZ inh HTS,C-LANA FP,V-ATPase pHluor,Cardiac RTF inh,OPRM1-OPRD1 ag
O=C(Cc1nnc(NC(=O)c2ccccc2)s1)N/N=C/c1ccc(O)cc1,-12,15,1,4,-7,-5,-0.7,-2,-1,-3.0
COc1ccc2cc(C3(C)NC(=O)NC3=O)ccc2c1 (configuration not stated),-6,14,-1,2,-6,3,-0.9,-3,-6,-3.4
O=C(O)c1c2c(nc3ccccc13)CCCCC2,0,6,-3,3,-1,8,3.2,2,0,-1.2
O=C1NC[C@H](c2ccccc2)N(CCc2cc(C(F)(F)F)cc(C(F)(F)F)c2)C1=O,-19,-7,-5,4,0,-3,2.7,6,3,1.1
Cc1cc(Nc2cccc(F)c2)n2ncnc2n1,-1,7,-1,0,-3,4,-0.5,-2,-1,-1.3
O=C(Nc1ccc(C(F)(F)F)cc1)C1CCN(c2cnccn2)CC1,13,5,-1,3,3,6,-0.6,-1,-12,-1.0
COc1ccc(NC(=O)c2cc(C3CC3)on2)c(OC)c1,-24,-3,14,4,-4,x,2.1,-4,-1,0.5
C/C(=N\N1CCN(Cc2ccccc2Cl)CC1)c1ccc(F)cc1,-10,1,1,-3,0,x,-1.4,-1,-11,-0.3
CC(=O)Nc1ccc(NC(=O)c2cccc(C(=O)OC(C)C)n2)cc1,-4,18,0,2,3,-8,-1.1,-1,-6,-2.9
C=CCNC(=O)/C(=C/c1cccc([N+](=O)[O-])c1)NC(=O)c1ccco1,7,17,0,-3,0,-5,-1.2,-3,-5,-3.6
CCC(C)(C)NC(=O)C(c1ccc(C)o1)N(Cc1ccc2c(c1)OCO2)C(=O)c1snc(C(N)=O)c1N (configuration not stated),6,12,-8,-2,-1,-2,-0.5,0,-21,-1.9
CCCN(CC(=O)Nc1ccccc1C)C(=O)C1CCN(S(=O)(=O)c2ccccc2C(F)(F)F)CC1,-17,9,3,6,0,-6,1.3,-1,-3,-1.5
O=c1sc2ccccc2n1COc1ccc(Cl)cc1,2,-63,0,0,-1,-2,-2.0,3,-2,11
COc1cc(Cc2nccc3cc(OC)c(OC)cc23)c(S(=O)(=O)O)cc1OC,-20,0,-3,5,-3,1,-2.2,0,-11,0.0
O=c1[nH]c2ccccc2nc1Cc1ccc([N+](=O)[O-])cc1,2,-50,2,0,-3,0,1.3,0,-2,7.1
CC(=O)N1Cc2cc([N+](=O)[O-])ccc2Oc2ccccc21,12,13,-5,5,-4,-4,0.0,0,-1,-2.7
COc1ccc2cc(/C(C)=N/NC(=O)C3CC3)ccc2c1,9,2,1,-4,-1,-2,-2.0,3,-1,-0.5
COc1cc(/C=N/NC(=O)c2ccc(O)cc2)ccc1OCC(=O)N1CC(C)OC(C)C1 (configuration not stated),0,6,3,0,-1,-4,0.1,-2,8,-1.1
COc1cccc(C(=O)Nc2nnc(SCC(=O)NC3CC3)s2)c1,6,-1,6,2,-5,x,-0.5,0,-8,0.1
CC1(NC(=O)CC(c2ccccc2)(c2ccccc2)c2ccccc2)CCN(CCCc2ccccc2)C1=O (configuration not stated),18,i,-3,3,-6,-3,-0.2,-2,-21,237*
CN(C)S(=O)(=O)c1cccn1-c1ncc(C(F)(F)F)cc1Cl,-23,-3,-2,-1,1,-4,-0.8,3,-31,0.6
CSCCC(NC(=O)c1ccccc1C)C(=O)O (configuration not stated),8,4,-3,4,x,-4,1.0,-1,0,-0.8
COc1ccccc1N(C)S(=O)(=O)c1ccc(C(=O)N(C)Cc2ccc(OC(F)F)cc2)cc1,9,2,-6,-3,0,3,-8.9,-2,4,-0.3
Nc1nc(Nc2ccccc2)nc2c1ncn2[C@@H]1O[C@H](CO)[C@@H](O)[C@H]1O,3,9,-2,-1,-2,-9,0.6,-3,11,-1.7
CC(C)CCN1CCN(Cc2ccoc2)CC1CCO (configuration not stated),-38,17,-4,3,-2,-4,-0.4,-5,-2,-3.1
O=C(Cn1ncc2c3ccccc3n(Cc3ccccc3)c2c1=O)NCCCN1CCCC1,-3,-4,15,4,-2,-2,2.4,-7,-3,0.9
CCOC(=O)c1c(NC(=S)N2CCN(C)CC2)sc(C)c1-c1ccccc1,-2,-6,-3,-1,0,-3,-1.9,-2,-7,1.2
COc1ccc(N2CC(C(=O)OCC(=O)Nc3cccc(C)c3)CC2=O)cc1 (configuration not stated),-26,4,6,0,-2,0,1.3,-2,-8,-0.5
O=C(Nc1nc2c(s1)CCCC2)c1cccnc1,-4,7,5,1,-4,-3,0.7,10,2,-1.2
Cc1ccccc1Nc1nc(N)nc(COC(=O)c2ccccc2)n1,6,5,6,0,-5,0,3.3,0,-16,-0.9
CCNC(=S)Nc1cccc(Cl)c1C,-11,-5,4,3,-5,-2,-3.0,1,3,0.9
CC1CN(c2oc(COc3ccc(Cl)cc3Cl)nc2C#N)CC(C)O1 (configuration not stated),-23,-50,4,9,-2,-5,-0.9,-2,-13,8.9
Cc1c(CCC(=O)NC2CC2)c(=O)oc2cc(O)ccc12,-1,6,4,4,1,0,-1.5,0,1,-1.2
COc1ccc(NC(=O)CN2C(=O)NC(C)(c3ccc4c(c3)OCCO4)C2=O)cc1S(N)(=O)=O (configuration not stated),-7,2,1,2,1,-5,-3.4,2,0,-0.5
O=C(O)CNC1=NCCCCC1,-2,6,2,-5,0,-3,0.1,-3,4,-1.0
CN(CC(=O)Nc1cccc(F)c1)C(=O)C1=COCCO1,14,20,0,4,1,4,0.5,0,-6,-4.0
COCCn1c(=S)[nH]c2cc(C(=O)N3CCN(c4cccc(Cl)c4)CC3)ccc2c1=O,-15,-8,-3,1,0,5,2.1,-2,-3,1.5
CCOc1ccc(OCCCC(=O)NCCOc2ccccc2OC)cc1,-9,4,-6,-1,-3,0,0.1,-1,-1,-0.6
CCC(C)N(C(=O)COC(=O)CN=C1NS(=O)(=O)c2ccccc21)C1CCS(=O)(=O)C1 (configuration not stated),-10,14,-4,4,-3,0,0.5,2,2,-3.4
COc1cccc(/C=N/NC(=S)NC2CC3CC2C2C=CCC32)c1O (configuration not stated),-18,-69,-1,5,3,x,-0.8,3,3,14
O=C(COc1ncnc2ccccc12)NCCCN1CCCC1=O,6,9,4,0,1,5,1.3,6,-5,-1.8
COc1ccc(C2=CC3=C(Br)C(=O)C(C)(OC(=O)c4cccs4)C(=O)C3=CO2)cc1 (configuration not stated),-8,-12,-18,-4,-4,0,3.6,-2,20*,2.3
CCOP(=O)(OCC)C(NC(=O)NS(=O)(=O)c1ccc(C)cc1)c1ccccc1 (configuration not stated),8,-10,1,-3,0,-3,0.8,-4,-3,1.2
COc1ccccc1-n1c(CCC(=O)O)ccc1-c1ccccc1,2,16,-5,-1,-4,-4,-1.0,-4,-3,-3.4
O=C1CC(=O)CC(c2ccco2)C1,-9,2,5,3,-3,-1,2.8,2,-2,-0.3
CC(C)Cc1nnc(NC(=O)CSc2nc(N)cc(=O)[nH]2)s1,5,-2,-2,-4,-2,-1,0.0,1,5,0.3
CCCC(O)(c1ccccc1)C(c1ccccc1)c1ccccn1 (configuration not stated),8,1,1,-2,3,-3,0.5,0,-5,-0.2
